RXFP1 antag: antagonists of human relaxin receptor RXFP1 | HEK293-RXFP1, relaxin-stimulated cAMP HTRF, 30 min; hits give low values | activity change, negative = inhibition, % at 57.5 µM | 0.59% of 350,000 active;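 active = activity change of -60% or lower, but not beyond a set lower limit; inconclusive = change between -60% and -40%, or beyond the set limit; inactive = change above -40%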
POLH inh: inhibitors of human DNA polymerase eta. Potency, µM (titrated, usually from 114 µM), for inactives: top-dose activity change, negative = inhibition, hits mostly inhibitors. recombinant Pol eta, fluorescent DNA replication assay. AID 588591. 1.2% of 390,000 active; also: potency is read from the fitted curve at half-maximal effect
Target sequence (Q9Y253 whole entry, looked up): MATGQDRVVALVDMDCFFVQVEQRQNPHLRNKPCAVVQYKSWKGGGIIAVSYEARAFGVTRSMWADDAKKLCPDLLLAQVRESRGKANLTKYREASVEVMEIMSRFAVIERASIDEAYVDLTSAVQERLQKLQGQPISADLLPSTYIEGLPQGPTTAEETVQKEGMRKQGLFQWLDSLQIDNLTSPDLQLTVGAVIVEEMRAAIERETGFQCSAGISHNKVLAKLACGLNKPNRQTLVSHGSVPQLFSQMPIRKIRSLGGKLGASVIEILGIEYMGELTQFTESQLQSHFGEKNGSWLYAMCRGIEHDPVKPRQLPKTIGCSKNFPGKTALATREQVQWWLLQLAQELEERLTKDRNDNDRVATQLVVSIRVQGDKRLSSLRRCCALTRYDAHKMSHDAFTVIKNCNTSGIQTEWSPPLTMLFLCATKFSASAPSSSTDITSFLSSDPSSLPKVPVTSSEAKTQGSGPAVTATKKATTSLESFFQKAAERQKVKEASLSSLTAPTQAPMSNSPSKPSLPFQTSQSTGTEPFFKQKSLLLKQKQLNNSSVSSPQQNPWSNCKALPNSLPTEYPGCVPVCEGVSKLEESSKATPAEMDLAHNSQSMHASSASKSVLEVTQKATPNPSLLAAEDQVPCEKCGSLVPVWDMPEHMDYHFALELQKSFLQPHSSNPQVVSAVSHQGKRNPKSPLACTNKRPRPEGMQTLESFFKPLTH
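Pol eta at 10 nM preincubated with compounds 15 min at room temperature; reaction started with fluorescent substrate (50 nM final) and read kinetically at 0 and 10 min.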
PGK inhibitor: blocks T. brucei phosphoglycerate kinase; P07378; PGK/GAPDH coupled, Kinase-Glo luminescence, 60 min; Potency, µM (series often up to 57.5 µM), without a hit: at the highest dose activity change, negative = inhibition, most hits filed as inhibitors; 0.043% of 380,000 active; AID 602233; also: potency is read from the fitted curve at half-maximal effect; nearly all actives have a fitted effect of over 60% in size
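Recombinant glycosomal PGK reaction used 1,3-bisphosphoglycerate generated in-well by GAPDH (100nM final) in 100mM TEA pH 7.6, 5mM MgCl2, 0.01% Tween-20. After 60 minutes at room temperature, ATP was read by Kinase-Glo Plus luminescence end-point.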
* = called active by the depositor; i = inactive; ? = inconclusive. Unless noted, calls follow the shape of the dose curve; as a rule, active = well fitted curve in the direction sought with a large enough effect; inconclusive = small, poorly fitted or top-dose-only effect, or another doubt; inactive = no such curve, though single readings can be large; an effect the other way counts as inactive or inconclusive. % is scaled to controls: 0 for no effect and ±100 for the full control effect. The list is partial. The share of hits here may be higher or lower than overall.

Preview (2 entries):
Values run as follows: PGK inhibitor	RXFP1 antag	POLH inh
- COc1cccc(C#Cc2ccc3c(c2)O[C@@H](CN(C)C(=O)c2ccccn2)[C@@H](C)CN([C@H](C)CO)S3(=O)=O)c1
 : i	-5	-18%
- COc1ccc(OCCn2c(C)nc3ccccc32)cc1
 : -2%	2	0%

The listing (from the top)
Values run as follows: PGK inhibitor	RXFP1 antag	POLH inh
- COc1cccc(C#Cc2ccc3c(c2)O[C@@H](CN(C)C(=O)c2ccccn2)[C@@H](C)CN([C@H](C)CO)S3(=O)=O)c1
 : i	-5	-18%
- COc1ccc(OCCn2c(C)nc3ccccc32)cc1
 : -2%	2	0%
- C[C@@H]1CN([C@H](C)CO)C(=O)CCCn2nncc2CO[C@@H]1CN(C)C(=O)C1CC1
 : 3%	10	-14%
- CN(Cc1cccc(F)c1)C(=O)C1CC(=O)N(Cc2ccco2)C1 (centres undefined)
 : -1%	10	-7%
- CCN1C(=O)[C@H]2[C@@H](c3ccc(C(F)(F)F)cc3)N[C@]3(CCCN(Cc4ccc(F)cc4)C3=O)[C@H]2C1=O
 : 0%	7	-6%
- COc1ccc(NC(=O)N(C)[C@H]2C[C@H]3c4[nH]c5ccc(-c6ccc(OC)cc6)cc5c4CCN3C(=O)[C@H]2[C@H](C)O)cc1
 : i	2	-13%
- NC(=O)CSc1nnc(-c2ccco2)n1-c1ccc(F)cc1
 : -4%	10	-8%
- C[C@H](CO)N1C[C@H](C)[C@H](CN(C)Cc2cccc(C(F)(F)F)c2)OCc2ccccc2-c2c(n(C)c3ccccc23)C1=O
 : -3%	-2	-21%
- CC1=CC(C)C(=O)N(C)C(C)=C1 (centres undefined)
 : i	-3	-8%
- Cc1ccc(-n2nnnc2CNC(=O)C(=O)c2c[nH]c3ccccc23)cc1C
 : -5%	2	-7%
- CC(C(=O)N1CCCCC1)N(C)CC(=O)Nc1ccc(F)c(F)c1F (centres undefined)
 : 7%	-6	-12%
- COC(=O)c1ccc(CNC(=O)c2ccccc2C(=O)NCC2(CBr)OCCO2)cc1
 : 4%	10	-10%
- COc1ccc(S(=O)(=O)N(C)C[C@@H]2OCc3cnnn3CCCC(=O)N([C@H](C)CO)C[C@H]2C)cc1
 : -9%	4	2%
- O=C(OCc1cn([C@H]2CN(CC3CCCCC3)[C@@H](c3ccc(Cl)cc3)C[C@@H]2O)nn1)c1ccccc1
 : 5%	8	-27%
- COc1ccc(-n2nnnc2CNC(=O)c2c(-c3ccccc3Cl)noc2C)cc1
 : -10%	3	1%
- CCOc1ccc(N2CC(C(=O)Nc3cccc(S(=O)(=O)N4CCOCC4)c3)CC2=O)cc1 (centres undefined)
 : -2%	-3	-11%
- Cc1cc(OCC(=O)OCC(=O)N2CCCCC2)ccc1Cl
 : -7%	-4	-11%
- COc1ccccc1S(=O)(=O)N(C)C[C@H]1Oc2cc(Br)ccc2S(=O)(=O)N([C@@H](C)CO)C[C@H]1C
 : -1%	8	-12%
- O=S(=O)(Nc1cccc(S(=O)(=O)N2CCCC2)c1)c1ccc(Br)cc1
 : 0%	-2	-10%
- Cc1ccc(S(=O)(=O)N(CCc2ccccc2)c2ccc3c(c2)C2CC3CCN2C(=O)OCc2ccccc2)cc1 (centres undefined)
 : -1%	3	-11%
- CSc1ccc(NC(=O)NN(c2ccccc2)C2CCS(=O)(=O)C2)cc1 (centres undefined)
 : i	12	0%
- CCCC(=O)Nc1ccc2c(c1)nc(CCN1CCC(C)CC1)n2C
 : 0%	-11	-5%
- COc1ccc2nc3n(c(=O)c2c1)-c1cc2ccccc2cc1C(=O)NC3Cc1ccc(O)cc1 (centres undefined)
 : i	0	-11%
- Cc1ccc(S(=O)(=O)N2CC3(O)CN(C(=O)OC(C)C)N(C(=O)OC(C)C)CC3(OC(=O)NC3CCCC3)C2)cc1 (centres undefined)
 : 8%	-1	-31%
- CCn1c(SCC(=O)NCCc2ccc(OC)c(OC)c2)nc2c([nH]c3ccccc32)c1=O
 : 1%	9	3%
- Cc1ccc([C@H]2N[C@]3(CCCN(Cc4ccccc4)C3=O)[C@H]3C(=O)N(C)C(=O)[C@@H]23)cc1
 : -4%	8	-8%
- O=Cc1ccc2c(c1)OCCOCCOCCOCCO2
 : -7%	-2	-20%
- CC(=O)Nc1nn(CC(C)C)c2nc3ccc(C)cc3cc12
 : -2%	0	-13%
- O=C(NCc1ccc(F)cc1)c1cc(-c2ccccn2)nc2ccc(S(=O)(=O)N3CCOCC3)cc12
 : 2%	-4	-6%
- C[C@@H]1CCCCO[C@@H](CN(C)S(=O)(=O)c2cn(C)cn2)[C@@H](C)CN([C@H](C)CO)C(=O)c2cc(N(C)C)ccc2O1
 : -8%	6	-16%

The closing four compounds of the section above are carried over, then new ones follow:
Values run as follows: PGK inhibitor	RXFP1 antag	POLH inh
- O=Cc1ccc2c(c1)OCCOCCOCCOCCO2
 : -7%	-2	-20%
- CC(=O)Nc1nn(CC(C)C)c2nc3ccc(C)cc3cc12
 : -2%	0	-13%
- O=C(NCc1ccc(F)cc1)c1cc(-c2ccccn2)nc2ccc(S(=O)(=O)N3CCOCC3)cc12
 : 2%	-4	-6%
- C[C@@H]1CCCCO[C@@H](CN(C)S(=O)(=O)c2cn(C)cn2)[C@@H](C)CN([C@H](C)CO)C(=O)c2cc(N(C)C)ccc2O1
 : -8%	6	-16%
- C[C@H]1CN([C@@H](C)CO)C(=O)c2cc(Br)cnc2O[C@H]1CN(C)Cc1ccccc1C(=O)O
 : 0%	-1	-23%
- CSc1ncnc2c1ncn2CCCNC1CCN(Cc2ccccc2)CC1
 : 10%	-2	-1%
- COc1ccc(NC(=O)C[C@H]2C(=O)N(Cc3ccccc3)C[C@@H]2CSC)cc1
 : 6%	4	-11%
- COc1ccc(-c2nc(S(=O)(=O)c3ccccc3)c(N3CCCC3)o2)cc1
 : -6%	4	0%
- CC1CCCC(NC(=O)CCCCCn2c(=S)[nH]c3ccsc3c2=O)C1C (centres undefined)
 : -9%	-39	-4%
- Cc1cn([C@H]2C[C@H](O)[C@@H](CCC(=O)NCc3ccc(N(C)C)cc3)O2)c(=O)[nH]c1=O
 : -8%	12	-13%
- O=C(CCNC(=O)c1ccc([N+](=O)[O-])cc1)Nc1cc(C(F)(F)F)ccc1N1CCOCC1
 : -4%	3	-22%
- O=C(c1ccc2c(c1)CCC2)N1CCN(Cc2c(F)cccc2Cl)CC1
 : -7%	-1	-8%
- Cc1ccc(S(=O)(=O)N2CCOCC2)cc1NC(=O)COC(=O)COc1ccc(C#N)cc1
 : ?	2	-1%
- C[C@H]1CN([C@@H](C)CO)S(=O)(=O)c2ccc(Br)cc2O[C@H]1CN(C)C(=O)NC1CCCCC1
 : -3%	-6	0%
- CCCCCCn1c(=O)n2n(c1=O)C[C@]1(OC(=O)NCc3ccccc3F)CN(S(=O)(=O)c3ccc(C)cc3)C[C@]1(O)C2
 : 3%	11	-24%
- O=c1[nH]cc(S(=O)(=O)N2CCN(c3ccccc3F)CC2)c(=O)[nH]1
 : 8%	4	-8%
- O=C(OCc1ccccc1)N1CCC2CC1c1cc(N3CCN(S(=O)(=O)c4cc(Cl)cc(Cl)c4)CC3)ccc12 (centres undefined)
 : -6%	5	-14%
- C[C@@H]1CN([C@H](C)CO)C(=O)CCCn2nncc2CO[C@H]1CN(C)C(=O)C1CC1
 : -9%	-6	-14%
- NC(=S)NN=Cc1cc(-c2cccc(N)c2)ccn1
 : -16%	15	-10%
- Cc1c(N=O)c(-c2ccccc2)n(O)[n+]1[O-]
 : i	-1	-6%
- CS(=O)(=O)Nc1ccc2c(c1)[C@H]1C[C@H](CC(=O)NCc3ccccc3)O[C@H](CO)[C@H]1O2
 : -8%	17	-17%
- Cc1ccc(S(=O)(=O)N2C[C@@H](C)[C@]3(C2)[C@H](O)[C@H](OC(=O)NC2CCCC2)C[C@H]2C(=O)N(c4ccccc4)C(=O)[C@H]23)cc1
 : -9%	8	-23%
- COC(=O)c1cccc(NC(=O)c2ccc(S(=O)(=O)N(C)c3ccccc3OC)cc2)c1
 : i	13	-9%
- CCCCCC(=O)N1C[C@H](O)[C@@H](n2cc(-c3ccc(F)cc3)nn2)C[C@@H]1c1ccc(Cl)cc1
 : i	0	-19%
- CCC/C=C/c1ccc(CN2C(CC(C)C)C(=O)N(Cc3cn(CC4CCCCC4)nn3)CCS2(=O)=O)cc1 (centres undefined)
 : -3%	6	-5%
- C=CCCC(=O)N1C[C@H]2CON(C)[C@H]2C[C@H]1c1cccc(N2CCOCC2)c1
 : -9%	0	-10%
- COc1ccc(CN(C)C(=O)c2cc(-c3ccccc3)nc3ccc(C)cc23)c(OC)c1
 : -7%	-4	-8%
- CN(CC(=O)Nc1ccc(Cl)c(Cl)c1)CC(=O)N1CCc2ccccc21
 : -4%	-5	-11%
- CCCNC(=O)N(C)C[C@@H]1Oc2ncc(-c3ccncc3)cc2C(=O)N([C@H](C)CO)C[C@@H]1C
 : i	3	-16%
- C[C@@H]1CN([C@@H](C)CO)S(=O)(=O)c2ccc(Br)cc2O[C@H]1CN(C)Cc1ccccc1F
 : -2%	8	1%
- COc1ccc(C(=O)COC(=O)CCn2c(C)csc2=O)c(OC)c1
 : -10%	-2	?
- C[C@@H](O)C#Cc1ccc2c(c1)O[C@H](CN(C)C(=O)Nc1ccccc1)[C@@H](C)CN([C@@H](C)CO)S2(=O)=O
 : 10%	2	-2%
- O=[N+]([O-])c1ccc2cccnc2c1
 : i	1	-4%
- COC(=O)c1cn(C)c2ccc(S(=O)(=O)N(C)C3CCCCC3)cc2c1=O
 : -9%	-4	-3%
- Cc1ccc(Cc2c(-c3ccc(Cl)cc3)nc3ccc(Br)cn23)cc1
 : -9%	-1	-19%
- CC(C)(C)c1cc(NC(=O)COC(=O)c2ccccc2O)n(-c2ccccc2)n1
 : 6%	10	-8%
- O=C(CCCCCN1C(=O)c2cccc([N+](=O)[O-])c2C1=O)NCCc1ccccc1
 : -6%	6	-6%
- Cc1cccc(NC(=O)c2ncn3c2C(=O)NC[C@H]3C)c1
 : -10%	-5	-9%
- CCn1cc(/C=C(\NC(=O)c2ccccc2)C(=O)NCCCn2ccnc2)c2ccccc21
 : 4%	-3	-20%
- O=C(Nc1cccc(C(=O)O)c1)/C(=C\c1ccc2c(c1)OCO2)NC(=O)c1ccccc1Br
 : -2%	6	4%
- CC(=Cc1cccs1)C(=O)c1ccccc1
 : 1%	12	-14%
- CN1CCN(C(=O)C(=O)c2cn(CC(=O)N3CCOCC3)c3ccccc23)CC1
 : 0%	0	-5%
- O=C(NC1CC1)c1ccc(CSCc2ccc(Cl)cc2)o1
 : i	-2	0%
- COCC1CCN(C(=O)c2ccc3nc(Cc4cccc(Cl)c4)oc3c2)CC1
 : -5%	9	-8%
- CCCn1c(N)c(N(CCOC)C(=O)COC(=O)COc2c(C)cc(C)cc2C)c(=O)[nH]c1=O
 : 4%	1	-3%
- C[C@H]1CN([C@@H](C)CO)C(=O)CCCn2nncc2CO[C@@H]1CN(C)S(=O)(=O)c1ccc(-c2ccccc2)cc1
 : i	-3	-8%
- COc1cccc(NC(=O)C2CCN(S(=O)(=O)c3ccc(N4CCCC4=O)cc3)CC2)c1
 : 2%	1	-11%
- Cc1ccc(S(=O)(=O)N(C)C[C@@H]2OCc3cnnn3CCCC(=O)N([C@@H](C)CO)C[C@@H]2C)cc1
 : -5%	-4	3%
- COc1ccc(S(=O)(=O)N(C)C[C@H]2OCCCC[C@H](C)Oc3ccc(NC(=O)Nc4ccc(F)cc4)cc3C(=O)N([C@H](C)CO)C[C@H]2C)cc1
 : -8%	1	-18%
- N#Cc1ccc(OCC(=O)Nc2nc(-c3ccccn3)cs2)cc1
 : -1%	9	22µM*
- CSC[C@H]1CN(Cc2cccnc2)C(=O)[C@@H]1CC(=O)Nc1ccc(Br)cc1
 : 9%	-4	-7%
- CC1(C)CC(=O)C=C(c2ccc(-c3ccc(S(C)(=O)=O)cc3)cc2)C1=O
 : 1%	-6	-11%
- COCOCCn1cc(CN2CCS(=O)(=O)N(Cc3ccc(-c4ccc(C)cc4)cc3)C(CC(C)C)C2=O)nn1 (centres undefined)
 : -7%	4	-20%
- C[C@@H]1CN([C@@H](C)CO)C(=O)c2ccccc2-c2ccccc2CO[C@@H]1CN(C)S(=O)(=O)c1ccc(C(F)(F)F)cc1
 : 8%	-5	-33%
- O=C(c1ccco1)N1CCN(c2ncnc3scc(-c4ccc(Cl)cc4)c23)CC1
 : -9%	-2	-25%
- C[C@@H]1CN([C@H](C)CO)C(=O)c2cc(-c3ccc(F)cc3)cnc2O[C@H]1CN(C)C(=O)c1ccc(F)cc1
 : -2%	-10	3%
- Cc1ccc2cccc(CC(=O)NN)c2c1
 : -5%	-9	-1%
- CC(C)(C)Cc1c(-c2ccc(Br)cc2)nc2ccc(Cl)cn12
 : -1%	-7	-14%
- CCC/C=C/c1ccc(CN2C(C)C(=O)N(Cc3cn(CC4CCCCC4)nn3)CCS2(=O)=O)cc1 (centres undefined)
 : -1%	-5	-20%
- O=C(C1CCCCC1)N1C[C@H](n2cc(-c3ccc(F)cc3)nn2)[C@@H](O)C[C@@H]1c1ccc(Cl)cc1
 : i	-5	-20%
- COCCNc1oc(/C=C/c2cccs2)nc1S(=O)(=O)c1ccccc1
 : -10%	3	-22%
